Screening results (PubChem)
Mito fusion yeast: blocks mitochondrial division or promotes mitochondrial fusion. S. cerevisiae fusion-defective mutant growth rescue, CellTiterGlo 48 h. Potency, µM (top dose mostly 46.1 µM), without a hit: top-dose growth rescue (activation), actives largely listed as activators. 320,000 compounds, 0.23% hits. AID 485298;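 further: potency means the concentration at half of the fitted maximal effect; % of control where 0% means no effect; nearly all actives have a fitted effect of over 45% in size; temperature-sensitive fusion mutants such as fzo1-1 at 37 °C on non-fermentable ethanol glycerol medium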
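Read-out: ATP-based luminescence (CellTiterGlo, 10 min ambient) reporting growth of fusion-defective ts yeast after 48 hours at 37C on glycerol/ethanol YPEG medium in the presence of compound.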
PTAP TSG101 blk: blocks PTAP/TSG101 interaction to inhibit HIV-1 budding | Potency, µM (titrated, usually from 115 µM), for the others: at the highest dose activity change, negative = inhibition, actives largely listed as inhibitors | Fluorescence polarization, FITC-PTAP peptide / Tsg101 binding | 340,000 tested, under 10 active | AID 493005; active means well fitted inhibition curve with a large enough effect in the main read-out, with a control signal flat, not every such curve was filed as active; inconclusive means small, poorly fitted or top-dose-only effect, or effect the other way, or a change in a side signal; inactive means no such curve, though single readings can be large or run the other way; further: potency means the concentration at half of the fitted maximal effect; % of control where 0% means no effect
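Fluorescence polarization binding of Tsg101 binding domain (10 uM final) to FITC-labeled PTAP peptide (50 nM final) in HEPES pH 7.5 buffer with NaCl, Tween 20, EDTA, TCEP. Compounds added before peptide; binding 20 min at RT.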
ASM inhibitor: blocks human secretory acid sphingomyelinase. placental ASM, HMU-PC fluorogenic substrate, 60 min. Potency, µM (series often up to 57.5 µM), without a hit: top-dose activity change, negative = inhibition, actives largely listed as inhibitors. 340,000 compounds, 0.006% hits; further: potency means the concentration at half of the fitted maximal effect
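Human placenta-derived ASM enzyme was preincubated with compound for 10 minutes at room temperature, then given fluorogenic substrate HMU-PC0 (9 uM final) for 60 minutes at 37 °C; a pH 10 stop preceded fluorescence reading at Ex 386/Em 447 nm.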
A-T KAP1 phos: potential ataxia-telangiectasia treatment. AID 485349. […] A-T fibroblasts, KAP-1 phosphorylation AlphaLISA; neocarzinostatin DNA damage 30 min before lysis. 320,000 compounds, 0.19% hits. Potency, µM (doses to about 57.5 µM), inactives show at the highest dose activation, hits mostly activators; further: potency means the concentration at half of the fitted maximal effect; % of control where 0% means no effect; nearly all actives have a fitted effect of over 45% in size
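hTERT-immortalized A-T patient fibroblasts ([…]), 500 cells/well in OPTI-MEM, 1% FBS, got compounds for 60 min, then NCS for 30 min at 37C. Lysates were then assayed for phospho-KAP-1 by AlphaLISA (anti-pKAP1 donor, anti-KAP1 acceptor beads), 6 hr at 25C.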
BCR signal inh: inhibitors of chronic active B-cell receptor signaling; Potency, µM (doses to about 46.1 µM), for inactives: top-dose ratio change, negative = lower green/red ratio, actives largely listed as inhibitors; 340,000 compounds, 0.05% hits; ABC-DLBCL IkBa-CBG/CBR reporter, luminescence ratio, 4 h; AID 493014; active means well fitted inhibition curve with a large enough effect in the signal ratio, with a control signal flat, not every such curve was filed as active; inconclusive means small, poorly fitted or top-dose-only effect, or effect the other way, or a change in a side signal; the % refers to the signal ratio;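 further: potency means the concentration at half of the fitted maximal effect; plate controls were basal doxycycline-induced cells for no effect and cells given 10 µM MG132 for full effect; MG132 reads +100%, hits lower the ratio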
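Doxycycline induced both beetle luciferases in TMD8 lymphoma cells; IKK-driven degradation limits the IkappaBalpha-fused green signal, while red luminescence normalises for cell number and nonspecific effects. Compounds tested up to 46 uM, 4 hrs.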
TSHR antagonist: antagonists of human thyroid stimulating hormone receptor | activity change, negative = inhibition, % at 11.5 µM | AID 504810 | TSHR-expressing cells, TSH-stimulated cAMP HTRF, 2 h; hits give low values | 330,000 compounds, 0.2% hits | P16473;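 active means activity change below a set negative limit, meaning inhibition stronger than a set level, cut at about -70% in these data; inconclusive means activity change between two set negative limits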; further: on the % scale 0 is the no-effect control and ±100 the full control effect
Target sequence (P16473 whole entry, looked up): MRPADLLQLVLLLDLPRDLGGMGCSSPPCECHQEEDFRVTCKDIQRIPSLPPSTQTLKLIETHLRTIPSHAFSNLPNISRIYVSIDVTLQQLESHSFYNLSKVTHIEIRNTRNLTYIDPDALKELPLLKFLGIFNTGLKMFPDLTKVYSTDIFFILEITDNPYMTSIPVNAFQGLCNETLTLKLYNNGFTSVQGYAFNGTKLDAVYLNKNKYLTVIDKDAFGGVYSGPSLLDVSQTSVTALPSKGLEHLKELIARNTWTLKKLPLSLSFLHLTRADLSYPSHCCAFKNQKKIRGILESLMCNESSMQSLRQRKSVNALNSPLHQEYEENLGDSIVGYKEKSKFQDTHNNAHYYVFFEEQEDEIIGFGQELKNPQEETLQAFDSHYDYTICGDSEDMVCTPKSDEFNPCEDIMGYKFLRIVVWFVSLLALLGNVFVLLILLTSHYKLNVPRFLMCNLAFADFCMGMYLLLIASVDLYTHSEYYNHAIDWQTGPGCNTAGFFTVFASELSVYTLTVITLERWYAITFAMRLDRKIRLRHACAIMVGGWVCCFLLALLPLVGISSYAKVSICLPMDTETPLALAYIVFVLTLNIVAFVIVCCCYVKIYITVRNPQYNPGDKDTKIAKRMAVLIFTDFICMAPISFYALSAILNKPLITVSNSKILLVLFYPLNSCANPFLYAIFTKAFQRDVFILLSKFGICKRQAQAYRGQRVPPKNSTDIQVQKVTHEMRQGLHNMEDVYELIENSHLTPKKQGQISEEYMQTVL
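Cell-based HTRF cAMP assay; TSHR cells + compound, TSH EC80 (4nM final), 2 h, 37 deg C. Lysis with anti-cAMP cryptate and cAMP-d2, 30 min RT, read 665/620 nm.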
ELG1 repair inh: inhibitors of ELG1-dependent DNA repair in HEK293T cells. HEK293T ELG1-luciferase reporter, luminescence, 16 h; DNA damage induced by 5-fluorouridine. Potency, µM (doses to about 46.1 µM), for the others: at the top dose activity change, negative = inhibition, usual class: inhibitors. 330,000 compounds, 2.3% hits; further: potency means the concentration at half of the fitted maximal effect; on the % scale 0 is the no-effect control and ±100 the full control effect; nearly all actives have a fitted effect of over 55% in size
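HEK293T cells expressing luciferase-tagged ELG1 (2,000/well) received 5-Fluorouridine plus compound or DMSO for 16 hr at 37 °C. Luciferase was read by ONE-Glo luminescence after 30 min at room temperature.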
Tb PFK block: blocks T. brucei phosphofructokinase; 330,000 compounds, 0.17% hits; O15648; T. brucei PFK, ADP-Glo luminescence; Potency, µM (highest dose often 57.5 µM), for inactives: top-dose activity, negative = inhibition, hits mostly inhibitors; AID 485367;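 further: potency means the concentration at half of the fitted maximal effect; 0% = uninhibited 1x PFK enzyme wells and -100% = no-enzyme wells; nearly all actives have a fitted effect of over 60% in size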
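Compounds were pin-transferred as a titration series up to 57 uM into substrate buffer (0.5 mM F6P, 0.1 mM ATP, pH 8.0), then 1.25 nM PFK was added and reactions ran 45 min before ADP-Glo detection.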
Eya2 phos inh: inhibitors of human Eya2 phosphatase activity; Potency, µM (doses to about 76.9 µM), inactives show at the highest dose activity, negative = inhibition, usual class: inhibitors; recombinant Eya2, OMFP fluorescence dephosphorylation (OMFP is methylfluorescein phosphate); 330,000 compounds, 0.006% hits; O00167; further: potency means the concentration at half of the fitted maximal effect; on the % scale 0 is the no-effect control and ±100 the full control effect
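Eya2 (0.2 uM) preincubated 10 min at ambient with compound, then OMFP substrate added at 50 uM; 10 min reaction in 50 mM HEPES pH 7.5, 50 mM NaCl, 5 uM MgCl2, 0.05% BSA, 1 mM DTT. Fluorescence read at Ex 485/Em 525 nm.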
TCR activator: T cell receptor activation; primary human leukocytes, anti-CD3, IL-2 HTRF, 48 h; Potency, µM (doses to about 9.22 µM), without a hit: top-dose activation of IL-2 secretion, actives largely listed as activators; 330,000 tested, under 10 active; AID 504894; further: % of control where 0% means no effect
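Readout: HTRF IL-2, Eu-cryptate/d2 antibody pair, 320nm excitation, 665nm emission. Stimulus: a-CD3 beads, no co-stimulation. Cells: primary human leukocytes. Exposure: 48 hr with compound.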
a7 integrin act: integrin-mediated muscular dystrophy alleviation activation | alpha7betagal myoblasts, beta-gal FDG fluorescence, 48 h | Potency, µM (top dose mostly 38.3 µM), for the others: top-dose activation, actives largely listed as activators | 350,000 compounds, 0.064% hits;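 further: potency means the concentration at half of the fitted maximal effect; 100% = response of the positive control SU9516; nearly all actives have a fitted effect of over 60% in size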
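alpha7betagal+/- myoblasts (passage 13, 250/well) treated 48 h at 37C with compounds at 1:260 dilution of DMSO stock. Lysed, then beta-galactosidase activity read as FDG fluorescence (ex 480/em 540) after 30 min, with pre-read for autofluorescence.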
* marks the source's active call; other numbers are inactive results; u = inconclusive; x = not tested or not shown; [ ] = another dose, or the depositor's remark. Unless noted, the call rests on the fitted dose curve; in most records, active means well fitted curve in the direction sought with a large enough effect; inconclusive means small, poorly fitted or top-dose-only effect, or another doubt; inactive means no such curve, though single readings can be large; an effect the other way counts as inactive or inconclusive. Compounds as they come. Share with any hit: about 3.2%.

Value order – Eya2 phos inh, BCR signal inh, Mito fusion yeast, Tb PFK block, ELG1 repair inh, ASM inhibitor, A-T KAP1 phos, TCR activator, a7 integrin act, PTAP TSG101 blk, TSHR antagonist
COc1ccc(OCCCC(=O)OCC(=O)Nc2c(C)nn(-c3ccccc3)c2C)cc1
    -14%, 4%, 10%, -10%, 20%, x, 0%, -3%, 5%, -3%, -6
COc1ccc(N(C(=O)c2snc(C(N)=O)c2N)C(C(=O)NC2CCCCC2)c2ccc(C)o2)cc1 (stereo not drawn)
    0%, -7%, 9%, 0%, -1%, 249%[activator], 8%, 1%, 13%, -4%, 12
CC(=O)c1c(C(C)=O)c(C)n(Cc2ccc3c(c2)OCO3)c1C
    12%, -4%, -3%, 0%, u, 0%, -8%, -3%, -9%, 0%, -14
Cc1cnc(C(=O)N2CCCC(C(=O)c3cccc(OC(C)C)c3)C2)cn1 (stereo not drawn)
    -1%, 2%, 7%, 5%, -5%, 5%, 2%, -6%, 0%, -3%, -6
CN(C)S(=O)(=O)c1cc(NC(=O)CSc2nn(-c3ccc(Cl)cc3)c(=S)s2)ccc1Cl
    0%, 2%, 0%, -4%, u, -9%, 2%, 0%[46.1 µM], -47%[inhibitor], 2%, -37
CC(C)CNC(=O)c1cccc(NC(=O)C(C)Oc2ccccc2)c1 (stereo not drawn)
    5%, 6%, 5%, 0%, u, -1%, -1%, -2%, -26%, -3%, -3
CCCN(CCC)S(=O)(=O)c1ccc(C(=O)OCCN2C(=O)c3cccc4c(N5CCOCC5)ccc(c34)C2=O)cc1
    8%, 1%, -28%, 0%, u, -2%, -1%, -3%[46.1 µM], -12%, u, 6
Cc1cc(C)c2nc(N(CCCN(C)C)C(=O)c3ccc(S(=O)(=O)N4CCCCCC4)cc3)sc2c1
    -6%, -12%, -20%, 14%, u, -9%, -18%, x, -55%[inhibitor], -3%, -3
COc1ccc(OC)c2[nH]c(=O)c(CCNC(=O)CC(C)C)cc12
    12%, 0%, -9%, 1%, 16%, 2%, 2%, -7%, -10%, -5%, 3
C=CCSc1nc2ccccc2c2nc(-c3ccccc3)nn12
    -3%, u, -2%, -7%, u, 5%, 5%, 2%, u, 0%, 3
COc1cc(/C=N/NC(=O)c2cccnc2)ccc1OS(=O)(=O)c1cc(C)ccc1C
    -9%, u, 10%, -2%, u, -12%, 1%, 1%[46.1 µM], -37%, -7%, -20
O=C(COc1ncnc2ccc(Br)cc12)NCc1ccco1
    9%, 0%, -8%, -13%, -19%, 2%, -7%, -23%, -9%, -2%, 13
COc1ccc(N/N=C/c2c(C(=O)O)ccc3ccccc23)cc1
    13%, u, 1%, 4%, u, -6%, -36%, 0%, -32%[inhibitor], -4%, 1
COC(=O)c1c(C(=O)OC)c(-c2cccc(C)c2)n2c1CS(=O)C2 (stereo not drawn)
    1%, 7%, 12%, -1%, 0%, 1%, 2%, -3%, 8%, 0%, -2
COc1ccc(CNC(=O)c2c(O)c3ccccc3n(C)c2=O)cc1OC
    8%, 1%, 5%, 0%, 15%, 2%, -1%, 2%, 5%, 0%, 3
O=C(NCCc1cccc(F)c1)C1CCN(S(=O)(=O)c2ccc(F)cc2)CC1
    -3%, 1%, -8%, 15%, 0%, 5%, 37%, -27%, 5%, -1%, -20
CC(=O)Nc1ccc(NC(=O)C(C)NC(C)c2cccc3ccccc23)cc1 (stereo not drawn)
    8%, -1%, 6%, 0%, -6%, -2%, -2%, -1%, 6%, 1%, -4
COc1ccc(-c2csc(NC(=O)c3c(C)noc3C)n2)cc1
    -17%, 4%, 6%, -4%, u, -10%, 1%, 6%, -39%, 3%, -14
COc1cc2c(cc1OC)-c1cc(NC3CCCCC3)nc(=O)n1CC2
    -15%, u, -1%, 0%, 6%, 16%, 4%, -1%, -18%, 0%, 7
CCN(CC)CC(=O)N1N=C(c2cccs2)CC1c1ccco1 (stereo not drawn)
    20%, -1%, 0%, 1%, 0%, 2%, -6%, -4%, 13%, -4%, 5
O=C1CCCc2oc3c(cc(NS(=O)(=O)c4ccc5c6c(cccc46)C(=O)N5)c4ccccc43)c21
    -2%, -11%, 6%, 2%, -16%, u, -13%, -3%, -20%, 0%, 14
O=C1C=C(c2ccccc2)OC(c2ccccc2)O1 (stereo not drawn)
    6%, 4%, 0%, -7%, 23%, 0%, 3%, 0%, 4%, -1%, 13
CCOC(=O)c1cncc(C#CCOC(=O)Nc2ccc(OC(F)(F)F)cc2)c1
    11%, 7%, -5%, 4%, -6%, -8%, 3%, -3%, -26%, -5%, -7
COc1ccc(CCN(Cc2cc3cc(C)c(C)cc3nc2Cl)C(=O)C2CC2)cc1
    2%, 1%, -3%, -1%, 2%, -5%, 0%, -1%, 8%, 1%, -1
Cc1ccc(NC(=S)NNc2ccc([N+](=O)[O-])cc2S(=O)(=O)Nc2ccccc2C(=O)O)cc1C
    9%, 11%, 11%, -5%, -5%, -9%, 1%, -1%[46.1 µM], 8%, -7%, 8
CC(C)(C)c1ccc(Cn2cnc(-c3ccc([N+](=O)[O-])cc3)c2)cc1
    -16%, 0%, 24%, 5%, u, u, 6%, 5%[46.1 µM], -40%, 0%, -19
COc1ccc(-c2nc(-c3ccccc3)nc(Cl)c2C#N)cc1
    6%, -3%, -4%, -3%, 0%, 1%, 4%, -4%, 0%, 0%, -17
COc1cc(NC(=O)CN(C)S(=O)(=O)c2ccc(C)cc2)cc(OC)c1
    10%, u, -1%, -6%, u, 2%, 4%, x, -8%, -5%, 14
CCN(CC)C(=O)c1cc(-c2ccccc2OC)on1
    3%, u, 3%, 2%, u, 1%, -9%, 5%, 6%, 0%, 0
CC1(C(=O)NCc2cccnc2)CCC(=O)N1Cc1cccs1 (stereo not drawn)
    -20%, -2%, -5%, -5%, 6%, 0%, 5%, -3%, -7%, -7%, 6
CCCc1nn2c(=O)cc(CSCC(=O)Nc3ccc(F)cc3)nc2s1
    6%, 0%, 18%, 3%, -4%, 2%, 2%, -1%, -12%, -6%, 7
CN1CCN(C(=S)NC(=O)c2ccccc2Br)CC1
    4%, 1%, -2%, -14%, 13%, 0%, 12%, 3%, 10%, -2%, 2
CSCCC1NC2(C(=O)Nc3ccc(Cl)cc32)[C@@H]2C(=O)N(C3CCCC3)C(=O)[C@H]12 (stereo partly drawn)
    -16%, -8%, 0%, -1%, -10%, -13%, -5%, 5%, -30%, -8%, -10
COc1cccc(N(C(=O)Cn2nnc(-c3cccs3)n2)C(C(=O)NC(C)C)c2ccc(C)o2)c1 (stereo not drawn)
    2%, 11%, 1%, 0%, 12%, -2%, -1%, -3%, -11%, -1%, 11
CCC(=O)c1ccc(OCc2ccc(C#N)cc2)cc1
    19%, u, -2%, 1%, u, -1%, 3%, -2%, 7%, 1%, -12
COc1cccc(C(=O)CSc2nnc(COc3cccc4cccnc34)o2)c1
    -28%, u, 11%, u, u, -1%, 16%, -9%, -13%, -1%, 8
COc1ccc(/C=N/n2c(-c3ccc(C)cc3)n[nH]c2=S)cc1OC
    3%, 0%, 4%, -1%, -14%, 0%, -9%, 1%, 1%, -4%, -8
COc1ccc(CN(C(=O)c2oc3ccccc3c2C)C2CCS(=O)(=O)C2)cc1OC (stereo not drawn)
    -5%, -11%, 10%, 0%, u, 2%, x, -3%, 16%, -6%, 13
COc1ccc(C(=O)NCc2nnc(SCC(=O)NCc3ccco3)o2)cc1
    -3%, -7%, 3%, -8%, u, 1%, -2%, 10%, -6%, -3%, 10
CCOc1c2ccc(C(=O)NC3CCCc4ccccc43)cc2nn1C (stereo not drawn)
    6%, -4%, 4%, -5%, -4%, 23%, -3%, 0%, 14%, -2%, -4
